Source: PubChem BioAssay
SENP8 block = human SENP8 protease inhibitors, primary screen, biochemical, fluorescence, Nedd8 protein substrate, uHTS; inhibition, % at 20 µM; recombinant SENP8; Sentrin-specific protease 8 (Homo sapiens), Q96LD8; actives 0.64% (n = 360,000); in the data active = inhibition mostly above about 40%, no sharp cut-off; inactive = mostly below about 27%
Target sequence (Q96LD8 whole entry, looked up): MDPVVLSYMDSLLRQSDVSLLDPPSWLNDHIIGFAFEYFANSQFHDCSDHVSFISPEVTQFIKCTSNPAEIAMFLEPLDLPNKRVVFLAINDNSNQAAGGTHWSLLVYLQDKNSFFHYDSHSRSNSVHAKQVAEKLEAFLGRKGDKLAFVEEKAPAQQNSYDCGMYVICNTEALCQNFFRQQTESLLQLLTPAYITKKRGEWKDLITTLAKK
PfGluPho inh = PfG6PD enzyme inhibitors, primary screen, biochemical, fluorescence intensity, uHTS | glucose-6-phosphate dehydrogenase-6-phosphogluconolactonase (Plasmodium falciparum 3D7) | PfGluPho enzyme, NADPH resazurin-diaphorase fluorescence | inhibition, % at 20 µM | actives 0.78% (n = 350,000) | AID 504690, 2011;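 active = inhibition reaching at least a set limit at 20 µM in the primary screen, cut at about 59% in these data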;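 also: 0% = DMSO wells with substrate and 100% = DMSO wells lacking glucose-6-phosphate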
SENP1 FRET inh = human SENP1 catalytic domain inhibitors, primary screen, biochemical, FRET, uHTS; Sentrin-specific protease 1 (Homo sapiens), Q9P0U3; recombinant SENP1 catalytic domain, CyPet-SUMO1-YPet FRET cleavage; inhibition, % at 10 µM; actives 0.21% (n = 360,000);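 active = inhibition at least 30% at 10 µM, raw YFP signal under a set limit, fluorescence ratio 0.5 to 1.5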;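 also: 0% = enzyme with DMSO and 100% = no enzyme wells; some results filed as inactive read as strong as hits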
Target sequence (Q9P0U3 419-644 limits assumed): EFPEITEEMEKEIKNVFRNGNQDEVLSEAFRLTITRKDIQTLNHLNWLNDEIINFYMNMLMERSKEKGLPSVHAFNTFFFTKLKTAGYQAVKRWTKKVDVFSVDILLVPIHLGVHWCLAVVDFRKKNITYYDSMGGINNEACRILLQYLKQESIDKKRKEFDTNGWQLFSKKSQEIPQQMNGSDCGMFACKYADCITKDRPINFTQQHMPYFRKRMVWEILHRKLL
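system = hSENP1 catalytic domain, recombinant | reagent = SFCypet-SUMO1-SFYpet substrate at 25 nM | doses = one dose per compound, 10 µM, 0.5% DMSO | incubation = enzyme reaction for 50 min at room temperature, dark | measured by = FRET, CFP and YFP emission | controls = no-enzyme low, enzyme-DMSO high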
Numbers without * were called inactive; i = inactive; · = not tested or not shown. Some of the compounds tested, so the mix of outcomes need not match the whole.

SMILES	SENP8 block	PfGluPho inh	SENP1 FRET inh
CCCCS(=O)(=O)NC(=O)C1(C)CCN1C(=O)C/C=C/c1ccccc1 (stereo not drawn)	17.3	·	-1.2
CN1OC[C@@H]2CN(C(=O)Nc3ccccc3)[C@H](c3ccc(N4CCCCC4)cc3)C[C@@H]21	19.4	·	2.8
COc1ccc(C(=O)Nc2nc(OCC(F)(F)F)cnc2/C=C\c2ccccc2)c(OC)c1	i	·	-8.8
COc1ccccc1-c1cnc(C(O)c2ccc(F)c(C)c2)[nH]1 (stereo not drawn)	10.2	·	-1.2
Cc1cc(C)n2c(Nc3c(C)cccc3C)c(-c3cccnc3)nc2n1	-42.6	·	64.0*
CCOC(=O)C1(C)CCCN1C(=O)c1ccccc1OC (stereo not drawn)	16.0	·	-0.2
O=C(C[C@H]1CC[C@H]2[C@@H](COC[C@H](O)CN2C(=O)c2ccccn2)O1)N1CCN(c2ccccc2)CC1	15.6	·	2.2
CN1CCN(C(=O)C2Cc3c(-c4ccc5c(c4)OCO5)ccnc3O2)CC1 (stereo not drawn)	-88.4	·	-1.6
CCOc1cccc(-c2cnc3cccnn23)c1	i	·	-53.2
NC(Cc1ccc(Cl)cc1)c1csc(Nc2ccc(C(F)(F)F)cn2)n1 (stereo not drawn)	-101.8	·	-3.7
COc1cccc(-c2cnc(C(O)c3ccc(F)c(C)c3)[nH]2)c1 (stereo not drawn)	7.9	·	1.1
O=C(OCc1ccccc1)N1CCC2CC1c1cc(N3CCN(C(=S)NCCc4ccccc4)CC3)ccc12 (stereo not drawn)	14.9	·	2.3
CCc1nc2ccc(C(=O)NCCCn3ccnc3)cn2c1N(C)Cc1ccc(N(C)C)cc1	1.9	·	-2.5
COc1ccc(CC(N)c2csc(NC(=O)Nc3ccc(F)cc3)n2)cc1 (stereo not drawn)	4.3	·	-14.0
CC(=O)NCCNc1nc(NCc2ccccc2)nc2ccsc12	-3.5	·	2.6
CCc1nc2c(OCc3cc(Cl)cc(Cl)c3)cccn2c1N(C)C(=O)c1ccc(OC)cc1	15.7	·	0.0
COc1cccc(-c2cc(NC(C)=O)c3ncc(-c4ccc(OC)c(OC)c4)n3c2)c1	-327.7	·	-8.2
CC(=O)c1cccc(-c2cnc3c(NC=O)cc(-c4ccc(N(C)C)cc4)cn23)c1	-53.9	·	50.0*
Cc1ccc(-c2nc3ccc(Br)cn3c2Cc2cccc(F)c2)cc1	4.7	·	1.8
OCCCNc1ncnc2c1ncn2[C@H]1CN(Cc2ccncc2)C[C@@H](CO)O1	-9.2	·	3.9
CCCCCNc1ncnc2c(C)[nH]nc12	-8.0	·	-1.9
CCCC(=O)N1CCCC1(C)C(=O)Nc1ccc(-n2cccc2)cc1 (stereo not drawn)	7.5	·	-2.5
CCCCNC(=O)c1nc(C2CCN(S(=O)(=O)c3cccc(C(F)(F)F)c3)CC2)oc1-c1ccccc1	27.1	·	-0.2
Cc1ccc(Cc2c(-c3ccccc3)nc3c4ccccc4ccn23)cc1	-386.3	·	-11.1
O=C(NCc1ccccc1)C1c2ccccc2OCC(=O)N1CC(F)(F)F (stereo not drawn)	10.6	·	0.6
O=CNc1cc(-c2ccsc2)cn2c(-c3ccccc3)cnc12	-263.1	·	-18.7
COC1OC(c2ccccc2)=C(c2ccc(C(N)=O)cc2)c2ccc(F)cc21 (stereo not drawn)	3.3	·	-0.2
CC1(C(=O)NS(=O)(=O)Cc2ccccc2C(F)(F)F)CCN1C(=O)c1cccc(F)c1 (stereo not drawn)	14.3	·	1.9
COc1cc(C(=O)N2CCCCC2c2cc(C(=O)Nc3ccccc3)no2)cc(OC)c1C (stereo not drawn)	10.1	·	2.2
CCOC(=O)[C@]12CCCC=C1N(CCC1=CCCCC1)C(=O)[C@H](CC(=O)NCCc1ccccc1OC)C2	16.3	·	-3.2

Overlap with the part before: 4 compounds; new compounds follow.
SMILES	SENP8 block	PfGluPho inh	SENP1 FRET inh
COC1OC(c2ccccc2)=C(c2ccc(C(N)=O)cc2)c2ccc(F)cc21 (stereo not drawn)	3.3	·	-0.2
CC1(C(=O)NS(=O)(=O)Cc2ccccc2C(F)(F)F)CCN1C(=O)c1cccc(F)c1 (stereo not drawn)	14.3	·	1.9
COc1cc(C(=O)N2CCCCC2c2cc(C(=O)Nc3ccccc3)no2)cc(OC)c1C (stereo not drawn)	10.1	·	2.2
CCOC(=O)[C@]12CCCC=C1N(CCC1=CCCCC1)C(=O)[C@H](CC(=O)NCCc1ccccc1OC)C2	16.3	·	-3.2
CCc1nc2ccc(C(=O)NCCOc3ccc(OC)cc3)cn2c1N(C)Cc1ccc(OC)cc1	-7.6	·	-7.8
COCCNC(=O)C1CCCN(C(=O)c2csc3ccccc23)CC1 (stereo not drawn)	10.7	·	1.6
Cc1ccc(F)c(C(=O)N2CCCC(C)(C(=O)NS(=O)(=O)C3CC3)C2)c1F (stereo not drawn)	14.1	·	-0.1
C[C@H](CO)N1C[C@H](C)[C@H](CN(C)C(=O)c2ccccc2F)Oc2ncc(Br)cc2C1=O	7.9	-10.6	-1.4
C[C@@H]1CN([C@@H](C)CO)S(=O)(=O)c2ccc(Br)cc2O[C@H]1CN(C)Cc1ccncc1	11.2	-12.2	-1.1
COc1ccc(C=Cc2ccc3ccccc3n2)c(OC)c1	-464.7	56.0	-68.3
O=C(OC1C2C=CC1C1C(=O)NC21)c1ccccc1 (stereo not drawn)	-3.5	-4.8	-0.4
O=C(NC(Cc1c[nH]c2ccccc12)C(=O)O)c1cccc(S(=O)(=O)N2CCCCC2)c1 (stereo not drawn)	33.6	-23.8	0.5
CC(C)NC(=O)N(C)C[C@H]1OCc2cnnn2CCCC(=O)N([C@H](C)CO)C[C@H]1C	13.1	-7.3	-2.9
CCOc1ccccc1N(CC(=O)NCCc1ccc(OC)cc1)S(=O)(=O)c1ccc(C)cc1	13.1	18.5	3.1
COCCn1c(=S)[nH]c2cc(C(=O)NC3CCCCCC3)ccc2c1=O	3.7	17.9	3.5
O=C(Nc1ccc(Cl)cn1)c1ccccc1-c1ccccc1	4.7	0.6	-2.1
CCOc1ccc(S(=O)(=O)N2CCCCC2)cc1NC(=O)C1CCCC1	8.4	1.3	-0.3
COC(=O)c1ccc2cc(OC)c(OC)cc2c1	-24.7	-11.8	6.0
Cc1ccc(OCc2cc(C(=O)N3CCCC(C)C3)no2)cn1 (stereo not drawn)	20.6	9.6	3.7
O=C1NC(Cc2ccc(O)cc2)c2nc3cc(F)c(F)cc3c(=O)n2-c2cc3ccccc3cc21 (stereo not drawn)	-19.6	3.7	-4.4
CCN(CC)C1CCN(C(=O)c2ccc(OC3CCN(C(=O)CCOC)CC3)cc2)C1 (stereo not drawn)	37.3	-11.3	3.1
C#CCN(C[C@@H]1[C@@H](OC(=O)NCC2CCCCC2)[C@@H](OC(=O)NCC2CCCCC2)CN(C(=O)OC(C)C)N1C(=O)OC(C)C)S(=O)(=O)c1ccc(C)cc1	-4.1	-24.3	-1.3
COc1ccc(-c2nnc(SCC(=O)N(C)C3CCS(=O)(=O)C3)n2CC(C)C)cc1 (stereo not drawn)	9.5	-9.4	-0.9
O=C(O)c1ccsc1Cc1cccs1	3.5	-8.3	1.7
Cc1ccc(S(=O)(=O)N2C[C@H]3N(C(=O)OC(C)C)N(C(=O)OC(C)C)C[C@H](OC(=O)NCc4ccccc4F)[C@@]3(O)C2)cc1	-4.2	29.2	-0.6
N#Cc1ccccc1S(=O)(=O)N1CCN(c2nc(-c3ccccc3)nc3ccccc23)CC1	-21.6	10.3	-1.5
COCC(=O)N1C[C@H]2CON(C)[C@H]2C[C@H]1c1cccc(-c2ccccc2OC)c1	2.4	14.7	0.4
COc1ccccc1-c1ccc([C@@H]2C[C@H]3[C@H](CON3C)CN2C(=O)c2ccco2)cc1	2.1	17.6	-0.8

A draw from above in order of molecular weight, highest first:
SMILES	SENP8 block	PfGluPho inh	SENP1 FRET inh
COc1ccc(C(=O)Nc2nc(OCC(F)(F)F)cnc2/C=C\c2ccccc2)c(OC)c1	i	·	-8.8
O=CNc1cc(-c2ccsc2)cn2c(-c3ccccc3)cnc12	-263.1	·	-18.7
COc1cccc(-c2cnc(C(O)c3ccc(F)c(C)c3)[nH]2)c1 (stereo not drawn)	7.9	·	1.1
COC(=O)c1ccc2cc(OC)c(OC)cc2c1	-24.7	-11.8	6.0
O=C(O)c1ccsc1Cc1cccs1	3.5	-8.3	1.7

Of the compounds above, two contain two or more sulfur atoms.
SMILES	SENP8 block	PfGluPho inh	SENP1 FRET inh
COc1ccc(-c2nnc(SCC(=O)N(C)C3CCS(=O)(=O)C3)n2CC(C)C)cc1 (stereo not drawn)	9.5	-9.4	-0.9
O=C(O)c1ccsc1Cc1cccs1	3.5	-8.3	1.7
